KinaseGlo FLuc = Counterscreen for Luciferase (Kinase-Glo TM) Inhibition; Luciferin 4-monooxygenase (Photuris pensylvanica), Q27757; Kinase-Glo luciferase, ATP luminescence, 8 min; Potency, µM (titrated, usually from 38.3 µM), without a hit: at the highest dose activity change, negative = inhibition, most hits filed as inhibitors; 200,000 compounds, 0.28% hits; also: potency is read from the fitted curve at half-maximal effect; % is scaled to controls: 0 for no effect and ±100 for the full control effect; nearly all actives have a fitted effect of over 60% in size
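Inhibition of Kinase-Glo luciferase light generation was assessed at 10 uM ATP in pH 7.2 imidazole buffer, with luminescence measured after eight minutes at ambient temperature.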
Lamin A splicing = qHTS Assay for Modulators of Lamin A Splicing | HeLa LMNA splicing GFP/RFP minigene ratio, 48 h | Potency, µM (top dose mostly 46.1 µM), for inactives: at the top dose ratio change, negative = inhibition, most hits filed as inhibitors | 200,000 compounds, 0.01% hits | AID 1487, 2009; active = well fitted inhibition curve with a large enough effect in the signal ratio, with a control signal flat, not every such curve was filed as active; inconclusive = small, poorly fitted or top-dose-only effect, or effect the other way, or a change in a side signal; the % refers to the signal ratio; also: potency is read from the fitted curve at half-maximal effect; % is scaled to controls: 0 for no effect and ±100 for the full control effect
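S3 HeLa cells stably expressing lamin A-EGFP splicing minigene plus DsRed2, 600 cells/well, 48 h compound exposure at 37C. Laser-scanning cytometry; analysed as GFP (500-530 nm)/RFP (575-640 nm) total intensity ratio; 0.5% DMSO vehicle.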
GLA spleen mod = qHTS Assay for Inhibitors and Activators of Human alpha-Galactosidase From Spleen Homogenate; 240,000 compounds, 0.008% hits; human spleen homogenate, 4MU-alpha-Gal fluorescence, 40 min; Alpha-galactosidase A (Homo sapiens), P06280; Potency, µM (doses to about 80 µM), for inactives: at the top dose activity change, negative = inhibition, actives largely listed as inhibitors; AID 2107, 2009;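 also: potency is read from the fitted curve at half-maximal effect; 0% = enzyme with vehicle and -100% = no enzyme basal signal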
Target sequence (P06280 32-429 limits assumed): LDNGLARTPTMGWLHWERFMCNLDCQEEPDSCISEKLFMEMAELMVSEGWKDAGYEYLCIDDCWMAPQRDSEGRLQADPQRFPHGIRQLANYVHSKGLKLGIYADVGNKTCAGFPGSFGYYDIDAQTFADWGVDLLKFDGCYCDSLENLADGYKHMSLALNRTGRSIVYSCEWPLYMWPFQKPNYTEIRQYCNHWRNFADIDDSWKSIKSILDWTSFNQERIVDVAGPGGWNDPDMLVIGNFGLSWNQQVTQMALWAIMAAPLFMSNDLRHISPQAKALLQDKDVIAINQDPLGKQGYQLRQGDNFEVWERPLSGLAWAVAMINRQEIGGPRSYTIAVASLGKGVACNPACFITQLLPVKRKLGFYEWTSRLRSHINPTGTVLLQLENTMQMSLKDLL
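Spleen homogenate 1 ug + cpd (titration) + 4-MU-alpha-D-galactopyranoside 1 mM; 37C 40 min; 50 mM citrate/phosphate pH 5.0, 0.01% Tween-20; stop pH 10; fluorescence 365/440; AC50 via Hill.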
Epigenetic reg = Quantitative High-Throughput Screen for Regulators of Epigenetic Control. murine LDR cells, GFP reporter derepression, 30 h. Potency, µM (titrated, usually from 53.9 µM), without a hit: at the top dose GFP activation, hits mostly activators. 280,000 compounds, 0.2% hits. AID 1865, 2009; also: potency is read from the fitted curve at half-maximal effect; % of control where 0% means no effect; nearly all actives have a fitted effect of over 60% in size
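Derepression of a silenced CMV-GFP reporter in murine LDR cells is scored by enumerating GFP-positive cells with a laser-scanning microplate cytometer after 30 hours of treatment at 37 C.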
IMPase Li cell = qHTS Assay for Identifying the Cell-Membrane Permeable IMPase Inhibitors: Potentiation with Lithium; AID 1457, 2008; 210,000 compounds, 0.35% hits; CHO-M1 cells, IP1 TR-FRET (IP-One), carbachol + lithium; Potency, µM (highest dose often 59.4 µM), without a hit: at the top dose activity, negative = IMPase inhibition, hits mostly inhibitors;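 also: IP1 builds up when IMPase is blocked and the TR-FRET signal falls; potency is read from the fitted curve at half-maximal effect; plate controls were basal vehicle for no effect and high inhibitor control for full effect; nearly all actives have a fitted effect of over 50% in size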
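Concentration–response in CHO-M1 cells, lithium-potentiated; 30 min at 37C. IP1 detected by competitive TR-FRET after 10 min lysis at RT. Hill-fitted AC50.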
CBFb RUNX1 block = qHTS Assay for Compounds Blocking the Interaction Between CBF-beta and RUNX1 for the Treatment of Acute Myeloid Leukemia | AlphaScreen CBFb-His/RUNX1-biotin binding, biochemical | Potency, µM (highest dose often 59.8 µM), inactives show at the top dose activity, negative = inhibition, most hits filed as inhibitors | 230,000 tested, under 10 active | AID 1477, 2009; also: % of control where 0% means no effect
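CBF-beta (His) and RUNX1 (biotin), 30 nM each; 20 min preassociation; + compound, 15 min; + beads 50 ng each (Ni, streptavidin), 90 min; RT; AlphaScreen read.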
NPSR antag = qHTS Assay for Antagonists of the Neuropeptide S Receptor: cAMP Signal Transduction; Q6W5P4; CHO-NPSR cells, cAMP TR-FRET, antagonist mode; Potency, µM (top dose mostly 38.3 µM), for inactives: at the highest dose activity change, negative = inhibition, usual class: inhibitors; 220,000 compounds, 1% hits; also: potency is read from the fitted curve at half-maximal effect; % is scaled to controls: 0 for no effect and ±100 for the full control effect; nearly all actives have a fitted effect of over 50% in size; many of its hits are not listed in these tables
Target sequence (Q6W5P4 whole entry, looked up): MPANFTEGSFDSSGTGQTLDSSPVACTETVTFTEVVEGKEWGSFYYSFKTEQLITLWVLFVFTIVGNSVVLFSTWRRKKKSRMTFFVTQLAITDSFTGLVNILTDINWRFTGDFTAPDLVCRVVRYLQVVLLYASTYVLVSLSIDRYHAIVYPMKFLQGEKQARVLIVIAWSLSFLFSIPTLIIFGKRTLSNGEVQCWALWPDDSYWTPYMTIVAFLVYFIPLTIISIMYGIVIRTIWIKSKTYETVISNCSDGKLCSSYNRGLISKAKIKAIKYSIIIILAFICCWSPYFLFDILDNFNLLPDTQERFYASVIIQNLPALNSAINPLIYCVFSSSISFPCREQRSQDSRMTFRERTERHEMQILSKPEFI
* = called active by the depositor; ? = inconclusive; . = not tested or not shown; [ ] = another dose, or the depositor's remark. Unless noted, calls follow the shape of the dose curve; as a rule, active = well fitted curve in the direction sought with a large enough effect; inconclusive = small, poorly fitted or top-dose-only effect, or another doubt; inactive = no such curve, though single readings can be large; an effect the other way counts as inactive or inconclusive.

SMILES	KinaseGlo FLuc	Lamin A splicing	GLA spleen mod	Epigenetic reg	IMPase Li cell	CBFb RUNX1 block	NPSR antag
Cc1cc2nc(-c3ccc(NC(=O)c4cccnc4)cc3)oc2cc1C	-2.4%	6.5%	11.2%	1.6%	1.9%[38.3 µM]	-2.7%	-15.0%[46.1 µM]
COc1ccc(Oc2ncc(CN3CCN(c4ccccc4)CC3)s2)cc1	15.8%	?	-1.5%	0.0%	15.1%[38.3 µM]	-7.6%	-15.8%[46.1 µM]
O=C(NCc1cccnc1)C1CCN(S(=O)(=O)N2CCOCC2)CC1	-10.8%	?	3.7%	-2.8%	-8.6%[38.3 µM]	0.0%	-1.1%[46.1 µM]
O=C(OCc1nnc(-c2ccccc2)o1)c1ccc2c(c1)C(=O)N(CCc1ccccc1)C2=O	-1.1%	7.7%	-0.6%	-1.0%	14.0%[38.3 µM]	4.7%	6.2%[46.1 µM]
COc1ccccc1Nc1c2c(nc3ccc(N)cc13)CCCC2	.	.	3.1%	1.7%	.	-8.7%	-9.8%
O=C(O)c1ccc(N2C(=O)c3cccc4c(C(=O)O)ccc(c34)C2=O)cc1	-0.3%	.	1.9%	-1.1%	-1.7%	?	9.7%
C=C(C)CSc1nc2c(cc1C#N)CCC2	-3.1%	9.4%	8.2%	-0.2%	-4.6%[38.3 µM]	27.2%	-2.0%[46.1 µM]
CC(C)[C@H]1C=C(C(=O)O)O[C@@H](OCCCCO)C1	.	.	1.6%	1.4%	.	-0.7%	36.3%
COCCn1cnnc1SCC(=O)Nc1ccccc1C(=O)Nc1ccc2c(c1)OCO2	-0.5%	-4.4%	2.8%	-1.8%	37.4%[38.3 µM]	1.8%	-11.2%[46.1 µM]
CCOc1ccc(NC(=O)CC2C(=O)N(C)C(=S)N2CCCc2ccccc2)cc1 (centres undefined)	1.9%	?	-3.1%	-1.8%	7.6%	4.3%	-5.9%
CC1(C)C(=O)Nc2ccccc2N1C(=O)COc1cccnc1[N+](=O)[O-]	-1.3%	4.2%[9.22 µM]	2.2%	0.8%	3.5%	-2.7%	9.8%
O=C(Nc1ccc(S(=O)(=O)Nc2nccs2)cc1)c1cccc(S(=O)(=O)N2CCOCC2)c1	.	.	-1.9%	-4.2%	.	10.0%	3.4%
COCCNC(=O)CSc1nnc(-c2ccccc2)c(-c2ccccc2)n1	2.6%	-6.0%[46 µM]	8.8%	-0.4%	-0.6%	-6.6%	-2.4%
COc1ccc(CCNC(=S)NCCc2ccc(OC)c(OC)c2)cc1OC	.	.	0.2%	0.1%	.	-0.6%	-5.9%
O=c1cc(O)c(-c2ccc(Cl)c(Cl)c2)c(Cl)[nH]1	0.4%	-15.4%[46 µM]	-4.0%	3.2%	0.6%	-2.4%	1.4%
COc1ccc(Nc2oc(-c3ccc(Cl)cc3)nc2C#N)cc1	-2.0%	?	16.9%	-0.9%	-1.6%[38.3 µM]	-5.0%	-16.9%[46.1 µM]
CCOC(=O)C1(Cc2ccccc2C(F)(F)F)CCN(Cc2ccc(COC)o2)CC1	.	.	0.5%	-0.1%	8.9%	8.6%	31.0%
COCCCn1c(-c2ccco2)nc2ccccc2c1=O	-1.1%	0.7%	4.3%	-2.0%	-11.8%[38.3 µM]	3.9%	-7.8%[46.1 µM]
Cc1cn(CCC(=O)Nc2ccccc2N2CCOCC2)c2ccccc12	.	.	0.9%	2.7%	.	3.3%	13.5%[7.67 µM]
CCOC(=O)c1sc(NC(=O)CCCCCN2C(=O)c3cccc4cccc(c34)C2=O)nc1C	-0.9%	-7.5%	1.9%	0.0%	-6.0%[38.3 µM]	-4.4%	-0.1%[46.1 µM]
CC(=O)Nc1cccc2c1C(=O)NC2=O	-2.1%	8.2%	-20.4%	0.0%	-1.3%[38.3 µM]	-1.7%	3.3%[46.1 µM]
O=C1C=C(c2ccccc2)C[C@H](c2cccs2)[C@H]1n1nnc([N+](=O)[O-])n1	-0.6%	?	-4.3%	0.0%	7.1%	?	-13.0%[46.1 µM]
COc1ccc(/C(O)=C2/C(=O)C(=O)N(CC3CCCO3)C2c2ccc(OC)c(OC)c2)cc1 (centres undefined)	-2.5%	8.5%	5.4%	-1.1%	0.1%[38.3 µM]	0.1%	-6.9%[46.1 µM]
COc1cccc(N2C(=O)CC(N3CCc4ccccc43)C2=O)c1 (centres undefined)	3.7%	5.7%	11.1%	0.9%	-1.7%	15.8%	-0.3%[46.1 µM]
O=c1c2ccccc2nc2n1C(CSCc1cccc(C(F)(F)F)c1)CS2 (centres undefined)	-3.5%	10.1%	-6.9%	2.1%	6.1%[38.3 µM]	0.8%	-16.5%[46.1 µM]

Whole records, looked up by structure. Values in the order: KinaseGlo FLuc	Lamin A splicing	GLA spleen mod	Epigenetic reg	IMPase Li cell	CBFb RUNX1 block	NPSR antag
`CC(=O)Nc1cccc2c1C(=O)NC2=O` reads -2.1%	8.2%	-20.4%	0.0%	-1.3%[38.3 µM]	-1.7%	3.3%[46.1 µM]
`COc1cccc(N2C(=O)CC(N3CCc4ccccc43)C2=O)c1` (centres undefined) reads 3.7%	5.7%	11.1%	0.9%	-1.7%	15.8%	-0.3%[46.1 µM]

Some of these compounds in order of the NPSR antag value, smallest number first.
Molecule | NPSR antag
COc1ccc(CCNC(=S)NCCc2ccc(OC)c(OC)c2)cc1OC | -5.9%
COCCNC(=O)CSc1nnc(-c2ccccc2)c(-c2ccccc2)n1 | -2.4%
O=c1cc(O)c(-c2ccc(Cl)c(Cl)c2)c(Cl)[nH]1 | 1.4%
CC1(C)C(=O)Nc2ccccc2N1C(=O)COc1cccnc1[N+](=O)[O-] | 9.8%
CCOC(=O)C1(Cc2ccccc2C(F)(F)F)CCN(Cc2ccc(COC)o2)CC1 | 31.0%

An excerpt from above, showing only KinaseGlo FLuc, Lamin A splicing and Epigenetic reg:
SMILES	KinaseGlo FLuc	Lamin A splicing	Epigenetic reg
CCOC(=O)c1sc(NC(=O)CCCCCN2C(=O)c3cccc4cccc(c34)C2=O)nc1C	-0.9%	-7.5%	0.0%
CC(=O)Nc1cccc2c1C(=O)NC2=O	-2.1%	8.2%	0.0%

(more compounds)
SMILES	KinaseGlo FLuc	Lamin A splicing	GLA spleen mod	Epigenetic reg	IMPase Li cell	CBFb RUNX1 block	NPSR antag
CCOC(=O)c1ccc(N=CC2=C(O)CC(C)(C)CC2=O)cc1	-2.1%	-1.3%	5.0%	0.0%	-14.6%[38.3 µM]	3.7%	-3.3%[46.1 µM]
Cc1ccccc1NC(=O)c1ccc2snnc2c1	-3.1%	.	4.2%	-2.0%	3.7%	8.7%	-0.9%
Cc1nc(NC(=O)/C=C/c2ccccc2)sc1C(=O)NCCO	1.2%	.	-8.5%	-6.0%	-9.6%	1.9%	-1.4%
CCCCN(Cc1ccco1)C(=O)Cn1ncc2c(=O)oc3ccc(C)cc3c21	-4.6%	14.8%	5.0%	-0.2%	-7.7%[38.3 µM]	8.5%	-14.7%[46.1 µM]
NC(=O)c1ccccc1NC(=O)CS(=O)(=O)Cc1ccccc1	-1.2%	-0.7%	8.9%	-0.8%	-15.4%[38.3 µM]	10.9%	-1.9%[46.1 µM]
C=CCn1c(SC)nc2sc3c(c2c1=O)CCc1ccccc1-3	-0.2%	?	1.9%	-1.9%	12.8%	12.2%	-30.2%
O=C1/C(=C/c2ccco2)CCc2ccccc21	?	-2.1%	-4.0%	-1.6%	7.3%	-2.4%	-30.7%
CCOc1ccccc1NC(=O)CSc1nnc(-c2ccccn2)n1Cc1ccco1	-2.6%	1.6%	-2.5%	0.0%	-4.4%[38.3 µM]	-0.8%	-28.8%[46.1 µM]
CCOC(=O)c1cc2sc(C)cc2n1C(C)C(=O)OCC (centres undefined)	0.6%	-13.0%	1.2%	-6.3%	36.5%[activator][38.3 µM]	17.3%	-25.9%[46.1 µM]
CCC[N+](CC#Cc1ccccc1)(CCC)CC(=O)OC	-0.8%	-8.0%	3.3%	-3.2%	1.2%	12.8%	19.7%
COc1ccccc1CNC(=O)c1cc(-c2cccnc2)nc2ccccc12	6.2%	-5.6%[46 µM]	1.0%	0.0%	4.3%	-0.4%	-2.7%
Cc1cc(NC(=O)CSc2ncnc3c2cnn3-c2cccc(Cl)c2)no1	0.0%	?	-0.8%	-4.5%	?	0.0%	-13.9%
O=C(CN1C(=O)CSCC1=O)NCc1ccc(F)cc1	2.8%	-10.1%	-5.0%	-1.1%	-9.3%	6.5%	15.0%
COC(=O)c1ccccc1Nc1cc(C)nc2nc(C)nn12	-0.1%	3.8%	9.3%	1.2%	7.6%	1.8%[2.36 µM]	10.5%
COc1ccc2nc(/N=C\N(C)C)sc2c1	-8.4%	10.4%	-9.1%	-1.1%	-21.6%[38.3 µM]	7.0%	-3.0%[46.1 µM]
COc1ccccc1C/C(N)=N/OC(=O)c1cccc([N+](=O)[O-])c1C	2.0%	?	6.6%	-3.0%	3.2%	11.4%	6.4%
COc1cccc(CNC(=O)C2CCCN(S(=O)(=O)c3cnc[nH]3)C2)c1 (centres undefined)	13.8%	7.8%	-3.6%	-3.1%	-5.9%[38.3 µM]	1.2%	-5.1%[46.1 µM]
CCn1c(=O)cc(SCC(=O)N2CCCCC2)c2ccccc21	0.0%	?	4.6%	-0.9%	-29.6%[38.3 µM]	3.3%	-23.0%[46.1 µM]
Cc1cc(C)c2nc(SC(C)C#N)cc(C)c2c1 (centres undefined)	14.9%	-21.7%	-6.0%	0.6%	23.6%[38.3 µM]	?	-8.7%[46.1 µM]
Cc1ccc(S(=O)(=O)N(C)c2ccc(C(=O)N3CCC(C(N)=O)CC3)cc2)cc1	-2.3%	5.7%	1.2%	-0.4%	-14.9%[38.3 µM]	1.9%	-5.4%[46.1 µM]
CC1CC(C)CN(CCCNC(=O)CC2Oc3ccccc3NC2=O)C1 (centres undefined)	0.0%	2.9%	1.3%	-2.7%	6.7%[38.3 µM]	-0.6%	9.2%[46.1 µM]
Cc1nc(NC(=O)COc2ccc(Cl)cc2)sc1C(=O)N(C)C	-1.8%	-4.3%	6.1%	1.0%	-8.8%	-3.0%	17.0%
Cc1cc2nnc(SCC(=O)NCc3cccs3)n2c2ccccc12	-1.5%	?	0.7%	0.0%	-10.5%[38.3 µM]	-13.5%	-15.5%[46.1 µM]
CCOc1cc(/C=N\NC(=O)CN2CCOCC2)ccc1OCc1ccc(F)cc1	-4.0%	3.1%	-6.0%	-1.3%	-5.5%	7.6%	8.1%

Assay outcomes as filed in PubChem.

An excerpt, so the mix of outcomes need not match the whole.
